Thrombin inh = thrombin (human) inhibition; alpha-thrombin, Boc-VPR-AMC fluorogenic substrate cleavage; inhibition, % at 5 µM; hit rate 0.26% among 220,000; AID 1046;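 active = inhibition at or above 40%; inactive = inhibition below 40%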;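 also: 0% = enzyme with no compound and 100% = wells without enzyme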
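Material: human alpha-thrombin protein. Incubation: reaction at ambient temperature. Technique: fluorescence of released AMC, ex 355 nm, em 460 nm. Control set: no-compound enzyme wells and no-enzyme blanks. Also added: Boc-VPR-AMC substrate, 15 µM final. Buffer or medium: pH 7.5 Tris (50 mM) with NaCl 150 mM, Tween 20 0.05%.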
Wee1 degr inh = human Wee1 degradation inhibition, primary screen; P30291; AID 1321; reporter increase, % at 5 µM; hit rate 1.2% among 220,000; HeLa Luc-Wee1K328M stability, luciferase luminescence; 100% = proteasome inhibitor MG132 effect;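 active = activation above the mean of all tested compounds plus 3 SD, set per screening run, cut at about 8.8% in these data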;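 also: cells exposed to compound for 20 h before luminescence read; 0% = DMSO alone and 100% = MG132 at 30 µM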
Runt-SMMHC FRET = inhibitors of human RUNX1 Runt domain binding to CBFb-SMMHC | Q01196+Q13951 | Cerulean-Runt/Venus-CBFb-SMMHC FRET ratio 530/480, 1 h | inhibition, % at 20 µM | hit rate 0.74% among 220,000 | AID 1434;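 active = mean inhibition across duplicate retests at 20 µM reaching about 50%, limit read from the data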;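 also: 0% = DMSO wells and 100% = wells with excess untagged CBFb-SMMHC; inhibitors lower the FRET ratio by blocking Runt binding to CBFb-SMMHC; some results filed as inactive read as strong as hits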
Target sequence (Q01196 whole entry, looked up, the tested form may be a part): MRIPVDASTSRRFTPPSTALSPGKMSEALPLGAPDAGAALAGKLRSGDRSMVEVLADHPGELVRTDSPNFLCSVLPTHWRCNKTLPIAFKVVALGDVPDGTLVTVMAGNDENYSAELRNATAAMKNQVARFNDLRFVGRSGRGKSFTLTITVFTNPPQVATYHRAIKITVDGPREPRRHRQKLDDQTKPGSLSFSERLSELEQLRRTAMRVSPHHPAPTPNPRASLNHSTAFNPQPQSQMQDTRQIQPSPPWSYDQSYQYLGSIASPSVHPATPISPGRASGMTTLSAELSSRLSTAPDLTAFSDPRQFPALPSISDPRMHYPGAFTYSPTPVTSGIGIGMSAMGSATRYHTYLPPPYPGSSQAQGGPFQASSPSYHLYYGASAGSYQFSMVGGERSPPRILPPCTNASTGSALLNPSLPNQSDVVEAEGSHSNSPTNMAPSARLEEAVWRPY
Target sequence (Q13951 whole entry, looked up, the tested form may be a part): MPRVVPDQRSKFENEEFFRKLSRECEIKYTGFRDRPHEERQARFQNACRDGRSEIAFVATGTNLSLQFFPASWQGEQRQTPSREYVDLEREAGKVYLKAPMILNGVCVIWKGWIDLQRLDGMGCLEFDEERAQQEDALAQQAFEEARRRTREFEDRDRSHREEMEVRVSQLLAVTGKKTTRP
Hck-Nef inh = inhibitors of human Hck kinase activated by Nef | P08631 | Recombinant Hck-YEEI plus Nef, Z-Lyte FRET kinase assay | inhibition, % at 20 µM | hit rate 0.68% among 220,000 | AID 463187;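 active = Hck-Nef kinase inhibition above about 50%, limit read from the data; inactive = inhibition below that limit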;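 also: 0% = DMSO with Hck plus Nef and 100% = Hck alone without Nef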
hK5 inh = inhibitors of human kallikrein 5. Q9Y337. recombinant hK5, fluorogenic AMC substrate cleavage. inhibition, % at 5 µM. hit rate 0.59% among 210,000;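 active = inhibition of 40% or more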;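 also: 0% = enzyme controls without compound and 100% = no-enzyme blanks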
Runt-CBFb FRET = blocks binding of human RUNX1 Runt domain to CBFb; hit rate 0.46% among 220,000; inhibition, % at 20 µM; Cerulean-Runt/Venus-CBFb FRET ratio 530/480, 1 h; Q01196+Q13951;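 active = inhibition over about 50% at 20 µM in the single-dose screen, limit read from the data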;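 also: 0% = DMSO wells and 100% = excess unlabeled CBFb competitor control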
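Measured by: fluorescence energy transfer, 422 nm excitation, 530/480 nm emission; test system: Cerulean-tagged RUNX1 Runt domain (FRET donor) fusion protein; buffer or medium: Tris pH 7.5 buffer with BSA; compound: one dose, 20 µM compound, 1% DMSO; times: two 1 h room-temperature incubations shielded from light; benchmarks: unlabeled CBFb 5 µM, positive control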
FXIa inh = blocks human coagulation factor XIa protease activity | purified FXIa, Boc-Glu-Ala-Arg-AMC fluorogenic substrate | P03951 | AID 798 | inhibition, % at 5 µM | hit rate 0.14% among 220,000;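 active = inhibition of at least 40%; inactive = inhibition below 40%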;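 also: fluorescence of freed AMC excited at 355 nm; 0% = enzyme without compound and 100% = no enzyme blank; many of its hits are not listed in these tables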
14-3-3 Bad inh = disrupts binding of bovine 14-3-3 zeta to phospho-Bad peptide | TR-FRET 14-3-3zeta/Dy647-pBad peptide displacement, 1 h | P63103 | inhibition, % at 21.7 µM | hit rate 0.71% among 220,000 | AID 781;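 active = inhibition above about 70%, limit read from the data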;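 also: 0% = full 14-3-3 plus peptide FRET controls and 100% = background without 14-3-3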
Target sequence (P63103 whole entry, looked up): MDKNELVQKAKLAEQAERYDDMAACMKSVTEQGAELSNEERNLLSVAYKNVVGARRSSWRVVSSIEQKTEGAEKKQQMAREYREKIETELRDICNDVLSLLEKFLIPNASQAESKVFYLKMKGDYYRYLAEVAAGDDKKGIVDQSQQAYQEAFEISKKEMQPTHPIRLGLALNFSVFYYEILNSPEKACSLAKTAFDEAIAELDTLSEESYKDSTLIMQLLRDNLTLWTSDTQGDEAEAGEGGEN
FXIIa inh 1536 = factor XIIa (human) inhibition. P00748. purified FXIIa, Boc-QGR-AMC fluorogenic substrate, 2 h. inhibition, % at 5 µM. hit rate 0.3% among 220,000. AID 800; in the data active = inhibition above about 40%;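 also: 0% = enzyme with no compound and 100% = blank without enzyme; many of its hits are not listed in these tables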
* marks the source's active call; other numbers are inactive results; . = no result given; [ ] = dose if it differs, or a comment.

molecule	Thrombin inh	Wee1 degr inh	Runt-SMMHC FRET	Hck-Nef inh	hK5 inh	Runt-CBFb FRET	FXIa inh	14-3-3 Bad inh	FXIIa inh 1536
CN(c1ccc(C(=O)N2CCN(Cc3ccc4c(c3)OCO4)CC2)cc1)S(=O)(=O)c1ccccc1	-2	-2	2	1	-6	-4	-6	-9	4
O=C(N/N=C/c1ccccc1)c1ccco1	-5	8	-2	17	-1	-1	-2	1	2
Cc1cc([N+](=O)[O-])ccc1N(C)C	-3	-2	2	3	-9	-2	-4	0	0
COc1ccc(CCN(Cc2cc3cccc(C)c3[nH]c2=O)C(=O)N2CCCC2)cc1OC	-2	1	1	1	2	0	-3	6[fluorescence artefact?]	-6
COC(=O)Cn1cnc2sc(C)c(S(=O)(=O)N3CCN(c4ccccc4OC)CC3)c2c1=O	1	-1	-3	0	5	2	1	-1	14
CCc1ccccc1NC(=O)CN(C)C(=O)COc1ccc(C)nc1[N+](=O)[O-]	-6	1	-3	4	-17	-2	3	-17	8
CCNc1nc(N)nc(Oc2ccc(OCc3ccccc3)nn2)n1	-4	-2	4	1	-8	1	-2	-2	-1
O=C(NN=C1C2CC3CC(C2)CC1C3)c1cccs1	2	9.5*	-6	0	1	1	1	-3	11
COc1ccccc1-c1nnc(SCC(=O)Nc2ccc(Cl)cc2Cl)o1	2	6	1	6	12	1	3	9	10
CCCCCc1nc(N)c(C#N)c(-c2ccco2)c1CCCC	1	-1	-2	7	-11	-2	1	8	13
CCOc1ccccc1NC(=O)C(NC(=O)C1CCC(C)CC1)C(C)C (stereo not given)	1	5	3	24	-1	0	8	-17	6
CCOc1ccc(-c2nnn(CC(=O)N3CCCC3)n2)cc1OCC	0	-1	-2	15	-4	1	8	-4	8
CC(=O)Nc1cccc(OCCCNC(=O)c2ccc(C(C)(C)C)cc2)c1	-1	4	2	5	-6	-6	-4	-2	2
C=C(C)CNC(=S)N/N=C(\C)c1ccc(Cl)s1	-4	0	1	6	-56	-2	8	-13	10
Cc1cc(C)n(/N=C/c2cccc(O)c2)c(=O)c1C(N)=O	2	-4	0	-1	-3	-1	8	-8	17

The list goes on:
molecule	Thrombin inh	Wee1 degr inh	Runt-SMMHC FRET	Hck-Nef inh	hK5 inh	Runt-CBFb FRET	FXIa inh	14-3-3 Bad inh	FXIIa inh 1536
COc1ccc(OC)c(NS(=O)(=O)c2cccs2)c1	-2	1	3	-15	-25	-2	0	0	7
CCc1nnc(NC(=O)[C@@H](NC(=O)c2cccc(S(=O)(=O)N3CCOCC3)c2)C(C)C)s1	1	2	2	-2	1	0	-5	-11	8
CCOC(=O)NCc1ccc2c(c1)cc(C)n2C	-4	-2	-20	1	-2	-12	1	5	11
O=C1/C(=C/c2ccccn2)SC(=S)N1Cc1ccccc1	-1	11*	-5	2	-5	1	0	2	5
CCOC(=O)N1CCN(C(=O)C(CC(C)C)NC(=O)C2CCCCC2)CC1 (stereo not given)	1	4	1	-11	-5	0	5	-1	16
CCOC(=O)CNC(=O)c1ccc(SCC)cc1	-4	2	0	9	-1	6	2	-7	9
Cc1cc(C(=O)OCC(=O)Nc2cc(S(=O)(=O)N(C)C)ccc2C)c(C)o1	9	2	1	1	.	0	4	-7	26
O=C(NC(=S)N1CCN(C/C=C/c2ccccc2)CC1)c1ccc(Cl)nc1	3	0	-2	8	-3	1	9	-4	9
O=C(O)/C=C/c1cn(-c2ncc(C(F)(F)F)cc2Cl)c2ccccc12	5	-2	0	-1	-3	0	5	-10[fluorescence artefact?]	15
COc1ccc(C(=O)OCc2csc(C)n2)c(O)c1	1	8	-1	20	8	2	10	4	13
Cc1cc(C)n(-c2nc3sc4c(c3c(=O)[nH]2)CCCC4)n1	-1	1	0	1	-278	-1	-20	-16	-1
O=C(C[n+]1cc(-c2ccc(F)cc2)n2c1CCC2)OCc1ccccc1	2	2	-2	1	-20	1	8	1[fluorescence artefact?]	15
COc1ccc(N2CCC(CNC(=S)Nc3cc(C)ccc3C)C2)cc1 (stereo not given)	-3	5	4	3	-3	11	-5	-3	7
O=C1CCN(Cc2ccccc2)CCN1CCO	-2	.	-1	29	-3	-1	-2	-3	9
CCCn1c(C)cc(C(=O)CSc2nc3nc(C)cc(C)n3n2)c1C	-5	-3	2	2	4	-3	-10	-10	8

(further entries)
molecule	Thrombin inh	Wee1 degr inh	Runt-SMMHC FRET	Hck-Nef inh	hK5 inh	Runt-CBFb FRET	FXIa inh	14-3-3 Bad inh	FXIIa inh 1536
O=C(NNc1cc(Br)c(O)c(Br)c1)c1ccccc1	1	0	36	14	-7	78*	2	-7	4
O=C1N/C(=C/c2ccc(N3CCOCC3)o2)C(=O)N1c1ccccc1	-6	4	20	-2	-7	34	7	-2[fluorescence artefact?]	6
Cc1ccccc1NC(=O)C(=O)Nc1ccccc1C	-1	1	-9	6	2	-1	14	-4	6
CC(C)CCOC(=O)C1C(c2ccccc2)C(C(=O)O)C1c1ccccc1 (stereo not given)	-1	1	0	0	-2	1	-4	-1	-17
Fc1ccc(/C=N/Nc2nc3ccccc3[nH]2)cc1F	-1	-2	-4	20	-8	0	-5	-18	1
COc1ccccc1C/C(N)=N/OC(=O)COc1ccccc1C	2	-2	-2	1	-5	.	0	-6	14
Cc1cc(=O)oc2n[nH]c(-c3ccccc3)c12	-2	0	0	2	0	1	0	16[fluorescence artefact?]	11
COc1ccc2oc(=O)c(C(=O)N3CCN(c4ccccc4F)CC3)cc2c1	-5	-2	2	1	-23	1	-3	-8	16
CCc1nnc(NC(=O)c2cc(-c3ccco3)nc3ccccc23)s1	-1	0	3	-2	-6	-2	3	0	3
Cc1cccc(C)c1OC(=O)CSc1nnc(-c2ccccc2)o1	2	0	6	8	-8	-2	2	0	13
CC1(C)CC2(CCO1)OC(=O)CC2C(=O)Nc1ccc(Br)cc1 (stereo not given)	-2	1	-1	10	4	1	-5	-1	4
O=C(O)c1cc2c(ccc3ccccc32)o1	-2	-3	-8	0	2	0	4	61	12
C/C(=C1/SC(N2CC(C)OC(C)C2)=NC1=O)c1ccccc1 (stereo not given)	3	-2	1	2	2	2	-1	-15	8
CN(C)c1cccc(C(=O)OCC(=O)N2CCc3ccccc3C2)c1	7	1	3	28	0	-2	1	-11	5
O=C(/C=C/c1ccc(Br)cc1)NC(=O)c1ccccc1O	-4	-1	0	-6	-4	2	1	-7	.

(continued)
molecule	Thrombin inh	Wee1 degr inh	Runt-SMMHC FRET	Hck-Nef inh	hK5 inh	Runt-CBFb FRET	FXIa inh	14-3-3 Bad inh	FXIIa inh 1536
Cn1cc(C(=O)Nc2ccc(F)c(F)c2)cn1	1	-1	1	-18	-17	1	-7	0[fluorescence artefact?]	9
O=C(O)c1ccc2c(c1)C(=O)/C(=C\c1ccco1)C2=O	-6	-2	24	61*	-1	32	0	-2	3
O=C(O)CSc1nccc2ccccc12	-6	-3	0	24	-4	0	-3	9	3
COc1ccc(C(=O)Oc2ccc3oc(=O)sc3c2)cc1	7	3	40	2	6	65*	0	18	6
COc1ccc(S(=O)(=O)Nc2cc3c(cc2C(C)=O)OCO3)cc1	-1	-1	.	54*	2	.	1	-7	9
O=C(COc1ccccc1)Nc1cccc2nsnc12	-3	2	0	3	-26	-2	-2	7[fluorescence artefact?]	-5
Cn1c(=O)c2c(ncn2CC(=O)N2CCN(c3cccc(Cl)c3)CC2)n(C)c1=O	1	0	3	1	-4	-2	-2	4	13
COc1ccc(-c2cc3ccccc3oc2=O)cc1NC(=O)c1ccc(Br)o1	-3	6	-118	77*	-72	-6	0	43[fluorescence artefact?]	8
CCOC(=O)c1cc(-c2cccc([N+](=O)[O-])c2)on1	-3	0	4	10	.	1	-1	-8	10
Cc1cccc(-c2c3c(=O)n(C)c(=O)n(C)c3cn2CCO)c1	4	2	1	-1	3	-2	5	-14	5
COc1ccc(C(=O)NC(=S)N2CC(C)OC(C)C2)cc1OC (stereo not given)	-8	1	-7	7	-2	2	-4	-8	3
Cc1ccc(S(=O)(=O)Cn2nnnc2CN2CCN(C(=O)c3ccco3)CC2)cc1	-18	-3	-4	-1	-6	-1	-10	-5	1
CC(=O)OC1COC(OC2C(O)C(C)OC(OC3C(OC4CCC5(C)C(CCC6(C)C5CC=C5C7CC(C)(C)CCC7(C(=O)O)CCC56C)C4(C)CO)OCC(O)C3O)C2O)C(O)C1OC(C)=O (stereo not given)	3	0	1	23	4	3	4	2	11
CCOc1ccc(CCNC(=O)C2CCC(=O)N2C2CCCCC2)cc1OCC (stereo not given)	-1	4	3	-2	-10	0	5	0[fluorescence artefact?]	12
CCS(=O)(=O)Nc1ccc(C2=NN(C(=O)c3ccco3)C(c3cccc(F)c3)C2)cc1 (stereo not given)	2	2	-1	-9	-18	-1	-1	-9	9

The listing continues.
molecule	Thrombin inh	Wee1 degr inh	Runt-SMMHC FRET	Hck-Nef inh	hK5 inh	Runt-CBFb FRET	FXIa inh	14-3-3 Bad inh	FXIIa inh 1536
CCOC(=O)/C(C#N)=C/c1ccc(OCC(=O)Nc2ccccc2)c(OC)c1	-10	-1	-1	-1	-12	-5	0	5	18
Cc1nn2c(N3CCCC3)c3c(nc2c1-c1ccccc1)CCC3	-2	0	-9	15	-1	3	0	4	0
N#CCN1CCN(CC(=O)Nc2cccc3ccccc23)CC1	1	-2	3	2	3	-3	-2	-9[fluorescence artefact?]	6
COC(=O)c1ccc2c(=O)n(CCCCCC(=O)NCc3ccccn3)c(=O)[nH]c2c1	-1	-5	3	6	-13	1	0	-8[fluorescence artefact?]	13
COc1ccc(-n2c(SCC(=O)N3CCCCC3)nnc2-c2cccnc2)cc1	1	-2	-6	-3	-12	1	-1	4	4
Cc1ccc(Nc2ncc3c(n2)CC(C)(C)CC3=O)cc1	0	5	2	11	-10	-1	-3	-6	3
Cc1ccc(S(=O)(=O)c2cn(CC(=O)Nc3ccccc3)c3ccc(F)cc3c2=O)cc1	0	2	1	-6	-6	-2	-1	-2	-2
Cc1ccc(Cn2c(SCC(=O)NCc3ccco3)nc3ccsc3c2=O)cc1	4	0	-1	1	-2	0	6	-19	16
CC(=O)c1c(C)oc2ccc(N(C(C)=O)S(=O)(=O)c3cccc4cccnc34)cc12	0	-2	-4	19	2	1	2	-1	10
Clc1ccccc1CSc1nnc([C@@H]2CCCN2)o1	0	-1	2	20	0	-1	0	5	6
COC(=O)CSc1nnc(CNC(=O)c2ccccc2OC)n1-c1ccc(OC)cc1	3	1	-6	2	5	-2	5	-8	15
O=C(CCc1nnc(CCCCc2ccccc2)o1)NCCc1cccnc1	-4	-1	0	-1	.	-2	2	-2	3
CCOC(=O)c1ccc(-n2c(CN3CCN(CCO)CC3)nc3ccc([N+](=O)[O-])cc3c2=O)cc1	-3	6	0	-1	3	-1	-2	-3	9
O=C(Oc1cccc(O)c1)C1CCCCC1	-6	2	-2	20	-6	1	-4	-9	3
CCCCCCC(c1c(C)n(C)n(-c2ccccc2)c1=O)c1c(C)n(C)n(-c2ccccc2)c1=O	12	-1	6	0	19	-10	11	-7	16

Source: PubChem (several laboratories)
